SSB-PriA inh: blocks PriA binding to SSB C-terminal tail; AlphaScreen SSBct-PriA binding, biotinylated peptide; inhibition, % at 33 µM; actives 0.6% (n = 430,000); in the data active = inhibition mostly above about 37%, no sharp cut-off; inactive = mostly below about 20%;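 also: plate controls were negative control peptide for no effect and reference peptide for full effect; strong numbers were not always called active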
SARS 3CLpro inh: SARS-CoV 3CLpro protease inhibition | recombinant SARS-CoV 3CLpro, quenched FRET peptide cleavage | inhibition, % at 6 µM | actives 0.14% (n = 290,000); in the data active = inhibition above about 12%
CCHFV vOTU inh: blocks the CCHF virus ovarian tumor domain protease | inhibition, % at 11.5 µM | actives 0.55% (n = 370,000) | CCHFV vOTU protease, Pep-AMC fluorescence; in the data active = inhibition above about 30%; also: 0% = vehicle wells with enzyme and 100% = no enzyme wells
Rv3671c inh: inhibitors of M. tuberculosis serine protease Rv3671c; P9WHR9; AID 2606; inhibition, % at 5.96 µM; actives 0.048% (n = 320,000); in the data active = inhibition above about 38%;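 also: extracellular domain of Rv3671c used as enzyme; 0% = enzyme with DMSO and 100% = no enzyme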
Target sequence (P9WHR9 whole entry, looked up, the tested form may be a part): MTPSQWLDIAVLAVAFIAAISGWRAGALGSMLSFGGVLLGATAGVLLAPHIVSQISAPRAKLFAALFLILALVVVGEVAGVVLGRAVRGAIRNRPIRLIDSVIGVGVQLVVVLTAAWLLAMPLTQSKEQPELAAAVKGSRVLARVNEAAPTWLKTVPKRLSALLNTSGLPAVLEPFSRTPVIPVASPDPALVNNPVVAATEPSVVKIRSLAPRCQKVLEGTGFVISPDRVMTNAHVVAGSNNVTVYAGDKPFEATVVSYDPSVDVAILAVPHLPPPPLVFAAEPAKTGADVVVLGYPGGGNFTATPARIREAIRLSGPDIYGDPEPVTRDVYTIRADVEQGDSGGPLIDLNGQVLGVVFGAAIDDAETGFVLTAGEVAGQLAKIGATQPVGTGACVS
Yp Topo-I inh: blocks Yersinia pestis topoisomerase I activity; Y. pestis Topo-I cleavage product accumulation, plate reader; activity, % at 10 µM; actives 0.064% (n = 360,000); in the data active = activity above about 50%, passing the limit was not always enough; also: inactives centre near 2
MazEF act: increases E. coli MazEF RNase cleavage of RNA. P0AE70. FAM/BHQ RNA-DNA oligo cleavage fluorescence, 5 h. activation, % at 20 µM. actives 0.32% (n = 350,000). AID 504720; in the data active = activation above about 50%
Target sequence (P0AE70 whole entry, looked up): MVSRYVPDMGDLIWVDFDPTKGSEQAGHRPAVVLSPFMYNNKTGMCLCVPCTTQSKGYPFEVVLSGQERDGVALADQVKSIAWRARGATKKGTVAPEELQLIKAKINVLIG
VHR inh abs: blocks human VHR1 dual specificity phosphatase; P51452; inhibition, % at 13.3 µM; recombinant VHR phosphatase, pNPP absorbance; actives 0.52% (n = 290,000); AID 1654; in the data active = inhibition above about 50%; also: some compounds called inactive have numbers as strong as hits
Target sequence (P51452 whole entry, looked up): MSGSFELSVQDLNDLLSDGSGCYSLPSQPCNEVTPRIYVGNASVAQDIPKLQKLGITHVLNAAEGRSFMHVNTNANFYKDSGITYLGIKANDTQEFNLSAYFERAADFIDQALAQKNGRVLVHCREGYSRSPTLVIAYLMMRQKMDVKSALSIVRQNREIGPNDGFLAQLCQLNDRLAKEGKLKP
PrPC surface inh: reduces human prion protein on the cell surface; cell surface PrPC, TR-FRET read-out; inhibition, % at 13.8 µM; actives 0.43% (n = 370,000); AID 720596; in the data active = inhibition above about 24%; also: 0% = median of the test wells and 100% = reference compound wells
TcdB inh: blocks C. difficile toxin B glycohydrolase activity | P18177 | TcdB glycohydrolase enzymatic assay, plate reader | inhibition, % at 9.99 µM | actives 0.24% (n = 350,000); in the data active = inhibition above about 10%
BH1578 lux ind: inducers of Vibrio cholerae quorum light production without autoinducers. V. cholerae BH1578 lux reporter, luminescence, 6 h. activation, % at 18.7 µM. actives 0.16% (n = 350,000); in the data active = activation mostly above about 9.7%, no sharp cut-off; also: not every result past the cut was called active; inactives centre near 0; reference of the scale not given here
An asterisk follows results filed as active; i = inactive; x = not tested or not shown; & = joins results of further samples.

SMILES | SSB-PriA inh | SARS 3CLpro inh | CCHFV vOTU inh | Rv3671c inh | Yp Topo-I inh | MazEF act | VHR inh abs | PrPC surface inh | TcdB inh | BH1578 lux ind
Cc1c(NC(=O)C(C)OC(=O)c2ccc(NC(=O)CC#N)cc2)c(=O)n(-c2ccccc2)n1C (stereo unspecified) | -3 | x | 3 | 0 | -4 | 2 | x | 6 | -3.1 | -1.4
CCOC(=O)c1cn(-c2ccccc2)nc1-c1ccncc1 | -17 | -9 | 14 | -8 | 13 | -4 | 10 | 4 | 1.8 | 0.1
COC(=O)NNC(=S)Nc1cc(OC)ccc1OC | -2 | 5 | -15 | -4 | 4 | 7 | -4 | -3 | -0.6 | -2.2
Cc1cc(C(=O)N2CCC(C(=O)O)CC2)c(C)o1 | 2 | -2 | -6 | 3 | -1 | -4 | -8 | 4 | 0.9 | -0.6
O=C(COC(=O)/C=C/c1ccc(OC(F)F)cc1)NC1CCCCCC1 | -2 | x | -8 | 1 | -2 | 2 | x | -1 | 0.9 | 9.5*
CN1CCN(c2c(/C=N/O)c3ccccc3n2C)CC1 | x | -3 | -5 | -1 | 0 | -1 | 27 | 0 | 0.7 | -0.6
COc1ccc(C(=O)Nc2cc(OC)c(NC(=O)Nc3ccccc3)cc2OC)cc1 | x | x | -8 | x | -1 | -3 | x | -4 | 2.7 | i
COCCCNC(=S)N1CCN(C(=O)C(=O)Nc2ccc(C(=O)OC)cc2)CC1 | -4 | 1 | -7 | 10 | -5 | 3 | -4 | -3 | x | -0.2
CCOC(=O)N1CCC(Nc2ccc3nnc(-c4ccccc4)n3n2)CC1 | -20 | 5 | 4 | -2 | 27 | 8 | -6 | -2 | 0.1 | -0.2
O=C(O)COc1ccccc1/C=N/NC(=O)c1cc(-c2ccc(F)cc2)nc2ccccc12 | x | 9 | 8 | 0 | 2 | 5 | 26 | -8 | 0.4 | -0.1
O=C(Nc1cccc(/C=C/c2ccccn2)c1)c1ccc(-n2cncn2)cc1 | -1 | x | x | -3 | 14 | -6 | x | x | x | 0.1
CN(C)C(=O)NC(O)C(Cl)(Cl)Cl (stereo unspecified) | -9 | -7 | -3 | 0 | -4 | 12 | 3 | -2 | 1.0 | -1.5
Cc1cccc(CN2CCc3c([nH]c4ccccc34)C2CC(C)C)n1 (stereo unspecified) | 3 | -2 | -2 | -3 | 11 | 17 | -11 | 11 | 0.6 | i
Cn1c(=O)n(C)c2cc(/C=C(/C#N)C(=O)NCc3ccco3)ccc21 | -6 | 3 | 13 | 1 | -5 | -1 | 18 | 5 | 0.6 | -2.9
CN1c2ccccc2C(=O)NC1c1ccc([N+](=O)[O-])s1 (stereo unspecified) | 6 | 5 | 9 | 1 | -6 | 14 | -15 | -39 | 1.2 | -0.3
CCOC(=O)COc1c(/C=N\O)cc(Cl)cc1OC | x | -3 | 8 | 4 | 0 | 8 | 11 | 1 | 0.2 | -0.2
Cc1c(Cl)cccc1NC(=O)NCCCN1CCCC1=O | 11 | 0 | 2 | 6 | 5 | 2 | 11 | -6 | 1.2 | i
CCN(C(=O)COC(=O)CN1C(=O)c2ccccc2C1=O)c1ccccc1 | -14 | x | 6 | 3 | -6 | 3 | x | 7 | 0.8 | -0.2
Cc1c(C(=O)NCc2cccc(C(F)(F)F)c2)sc(=O)n1Cc1ccccc1F | x | x | 13 | x | 2 | x | x | 0 | 1.3 | -0.4
Cc1nc2ccccc2c(=O)n1-c1ccc(Cl)c(Cl)c1 | -17 | -3 | 0 | 8 | -2 | 6 | 15 | -2 | 1.7 | -0.4

Among those listed so far, 6 have four or more nitrogen atoms.
SMILES | SSB-PriA inh | SARS 3CLpro inh | CCHFV vOTU inh | Rv3671c inh | Yp Topo-I inh | MazEF act | VHR inh abs | PrPC surface inh | TcdB inh | BH1578 lux ind
Cc1c(NC(=O)C(C)OC(=O)c2ccc(NC(=O)CC#N)cc2)c(=O)n(-c2ccccc2)n1C (stereo unspecified) | -3 | x | 3 | 0 | -4 | 2 | x | 6 | -3.1 | -1.4
CN1CCN(c2c(/C=N/O)c3ccccc3n2C)CC1 | x | -3 | -5 | -1 | 0 | -1 | 27 | 0 | 0.7 | -0.6
COCCCNC(=S)N1CCN(C(=O)C(=O)Nc2ccc(C(=O)OC)cc2)CC1 | -4 | 1 | -7 | 10 | -5 | 3 | -4 | -3 | x | -0.2
CCOC(=O)N1CCC(Nc2ccc3nnc(-c4ccccc4)n3n2)CC1 | -20 | 5 | 4 | -2 | 27 | 8 | -6 | -2 | 0.1 | -0.2
O=C(Nc1cccc(/C=C/c2ccccn2)c1)c1ccc(-n2cncn2)cc1 | -1 | x | x | -3 | 14 | -6 | x | x | x | 0.1
Cn1c(=O)n(C)c2cc(/C=C(/C#N)C(=O)NCc3ccco3)ccc21 | -6 | 3 | 13 | 1 | -5 | -1 | 18 | 5 | 0.6 | -2.9

Grouped by structure, the entries above with a COOH group (two)
SMILES | SSB-PriA inh | SARS 3CLpro inh | CCHFV vOTU inh | Rv3671c inh | Yp Topo-I inh | MazEF act | VHR inh abs | PrPC surface inh | TcdB inh | BH1578 lux ind
Cc1cc(C(=O)N2CCC(C(=O)O)CC2)c(C)o1 | 2 | -2 | -6 | 3 | -1 | -4 | -8 | 4 | 0.9 | -0.6
O=C(O)COc1ccccc1/C=N/NC(=O)c1cc(-c2ccc(F)cc2)nc2ccccc12 | x | 9 | 8 | 0 | 2 | 5 | 26 | -8 | 0.4 | -0.1

(continued)
SMILES | SSB-PriA inh | SARS 3CLpro inh | CCHFV vOTU inh | Rv3671c inh | Yp Topo-I inh | MazEF act | VHR inh abs | PrPC surface inh | TcdB inh | BH1578 lux ind
Cc1ccc(OCC(=O)N/N=C/c2cccn2C)cc1C | i | -2 | -5 | 5 | -1 | 1 | 1 | 4 | 0.8 | i
COc1ccc(Cl)c(OC)c1C(=O)NC(=O)Nc1nc(C)nc(C)n1 | -26 | 3 | 8 | -10 | 14 | 4 | 29 | -5 | 1.4 | i
CCC(=O)Nc1ccc2c(c1)nc(CCN1CCCCC1)n2C | -9 | -6 | -2 | -6 | 4 | 2 | -14 | -3 | 0.2 | i
CC(c1ccco1)N(C(=O)C12CC3(C)CC(C)(CC(C)(C3)C1)C2)c1ccccn1 (stereo unspecified) | -6 | -1 | -14 | -4 | 3 | 3 | 0 | -4 | x | i
COc1ccc(NC(=S)/N=C(\N)Nc2nc(C)c3ccccc3n2)cc1 | x | -1 | 0 | -3 | -4 | -3 | 1 | 11 | 1.7 | -0.4
COCCn1c(SCC(=O)NNC(=O)Cc2ccccc2)nc2ccccc2c1=O | -21 | 4 | -2 | 0 | 8 | 7 | -4 | 7 | 0.7 | i
Cc1nnc(SCC(=O)NNC(=O)C(C)C)[nH]c1=O | -6 | 4 | -6 | -1 | 11 | 9 | 13 | -3 | 1.2 | i
O=C(Nc1ccc(N2CCN(C(=O)c3ccccc3)CC2)c(Cl)c1)c1ccc(Br)o1 | 4 | 5 | -14 | -1 | -5 | -17 | 0 | 33* | 3.3 | -0.5
CC1CC2(CCCC2)N(C(=O)c2ccccc2)Cc2ccccc21 (stereo unspecified) | -27 | 1 | -5 | -7 | 3 | -2 | 8 | -7 | 0.5 | i
O=C(NC(=S)N1CCCCC1c1cccnc1)c1ccc(F)cc1 (stereo unspecified) | -1 | 2 | 6 | 5 | 5 | 4 | 13 | 4 | 0.9 | 0.7
COc1ccccc1CNS(=O)(=O)c1ccc(-n2cnnn2)c(C)c1 | 4 | -3 | 3 | 0 | -4 | -2 | 2 | 2 | -0.5 | -3.1
COc1ccccc1NS(=O)(=O)c1cc(NC(=O)Nc2ccccc2)ccc1N1CCCCC1 | -2 | 4 | -14 | -174 | -9 | 30 | 12 | 10 | -2.1 | -0.3
O=C(Nc1ccccc1)[C@@H]1CC=C[C@@H]2CCN(Cc3ccc(Cl)c(Cl)c3)C(=O)[C@@H]21 | -11 | x | 0 | 4 | -3 | -2 | x | 2 | 7.2 | i
Cc1ccc(C(=O)Nc2ccccc2Cl)cc1 | -7 | 0 | -11 | 3 | -1 | -7 | 16 | 0 | 1.4 | -0.9
CCNC(=O)C1(C)CCN1CCC(=O)c1ccc(Br)cc1 (stereo unspecified) | x | x | -2 | x | 6 | x | x | -10 | 0.2 | -0.4
CCS(=O)(=O)N1CCC(N2CCN(c3ccccc3)CC2)CC1 | 6 | -2 | -9 | 15 | 0 | 13 | 35 | 4 | 1.5 | -1.7
O=C(O)c1ccc(C(=O)c2ccc3c(c2)C(=O)N(CC2CCCO2)C3=O)cc1 (stereo unspecified) | -14 | 0 | 3 | -5 | -6 | 0 | 4 | 0 | -0.3 | i
Cc1sc2ncnc(Sc3ccccc3C(=O)Nc3ccc(C#N)cc3)c2c1C | 2 | 3 | -4 | -2 | -4 | -16 | 8 | 21 | 0.2 | -0.2
COC(=O)c1ccccc1Oc1ccc(NC(=O)CCCl)cc1 | -3 | 5 | -3 | 5 | 2 | 7 | 26 | -3 | 0.0 | -0.2
[N-]=[N+]=CC(=O)CC(c1ccccc1)N1C(=O)c2ccccc2C1=O (stereo unspecified) | -20 | 1 | 7 | 6 | -3 | 1 | 6 | -4 | x | -0.7
COc1ccc(CCC(=O)NCc2cn3ccsc3n2)cc1 | -17 | 0 | 2 | 4 | -10 | 4 | x | -4 | x | i
Cc1ccc(OCCC(=O)OCC(=O)NC(=O)c2ccccc2)cc1 | -14 | x | 9 | -4 | -3 | -3 | x | 0 | -0.4 | i
O=C(C1CCCC1)N(c1ccccc1)C1C=CS(=O)(=O)C1 (stereo unspecified) | -13 | 1 | -14 | -8 | -3 | -2 | 16 | -4 | x | -0.5
Cc1cc2cc3c(cc2nc1SCC(=O)Nc1ccccc1)CCC3 | -4 | 2 | -2 | 1 | 9 | -14 | 19 | 7 | x | i
Cc1ccc(S(=O)(=O)/N=C2/C=C(Sc3ncn[nH]3)C(=O)c3ccccc32)cc1 | x | 10 | x | -181 | -10 | -28 | -2 | x | x | -0.9
O=[N+]([O-])c1c(Nc2ccccc2O)ccc2nonc12 | -3 | -1 | 11 | -3 | -3 | 0 | 16 | -48 | 13* | -0.2
COc1ccccc1N1CCN(CCc2ccccc2)CC1 | -9 | -7 | -12 | 1 | 1 | 10 | -12 | -2 | 0.7 | -1.5
O=C(NCCO)c1cc2ccccc2cc1O | -5 | -2&-2 | 1 | -4 | -4 | 1 | -18&-9 | -3 | x | -3.7
CC(OC(=O)CNC(=O)c1ccc(Cl)c([N+](=O)[O-])c1)C(=O)NC1CCCCC1C (stereo unspecified) | -7 | x | -7 | x | 2 | 2 | x | -8 | 0.2 | -1.1
CC(=O)c1ccc(S(=O)(=O)Nc2ccc(-n3cnnn3)cc2)cc1 | -9 | x | -1 | -11 | 0 | 2 | x | -6 | 8.6 | i
CCn1ncc(CNC(=O)CCSc2nc(-c3ccco3)cc(C(F)(F)F)n2)c1C | -6 | -4 | 10 | -4 | 10 | 1 | 22 | 3 | -0.4 | x
CCOc1cc(-c2nc(-c3ccncc3)no2)cc(OCC)c1OCC | -15 | 0 | 7 | 5 | -3 | -1 | 19 | -1 | x | x
O=c1c2ccccc2nc(/C=C/c2cccc(Br)c2)n1CCCO | -25 | -3 | 13 | -3 | 14 | -5 | 10 | 1 | 1.8 | -5.6

Laid out differently: results already given.
| canonical_smiles | SSB-PriA inh | SARS 3CLpro inh | CCHFV vOTU inh | Rv3671c inh | Yp Topo-I inh | MazEF act | VHR inh abs | PrPC surface inh | TcdB inh | BH1578 lux ind |
| --- | --- | --- | --- | --- | --- | --- | --- | --- | --- | --- |
| O=c1c2ccccc2nc(/C=C/c2cccc(Br)c2)n1CCCO | -25 | -3 | 13 | -3 | 14 | -5 | 10 | 1 | 1.8 | -5.6 |
| O=C(NCCO)c1cc2ccccc2cc1O | -5 | -2&-2 | 1 | -4 | -4 | 1 | -18&-9 | -3 | x | -3.7 |

Only part of the results is shown (hit frequency here may not be typical).
